NTR1 agonist = agonists of NTR1, primary screen, imaging, U2OS cells, beta-arrestin-GFP, high content (AID 493036); NTR1-U2OS beta-arrestin-GFP spot imaging, agonist mode; hit rate 0.17% among 330,000; P30989; activation, % at 20 µM;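 active = activation at or above 40% of the spot to cytoplasm intensity ratio, with at least 20 cells analyzed; inconclusive = wells under 20 cells, flagged as cytotoxic or low count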;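 note: 0% = DMSO without peptide and 100% = 100 nM NTR1 peptide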
Target sequence (P30989 whole entry, looked up): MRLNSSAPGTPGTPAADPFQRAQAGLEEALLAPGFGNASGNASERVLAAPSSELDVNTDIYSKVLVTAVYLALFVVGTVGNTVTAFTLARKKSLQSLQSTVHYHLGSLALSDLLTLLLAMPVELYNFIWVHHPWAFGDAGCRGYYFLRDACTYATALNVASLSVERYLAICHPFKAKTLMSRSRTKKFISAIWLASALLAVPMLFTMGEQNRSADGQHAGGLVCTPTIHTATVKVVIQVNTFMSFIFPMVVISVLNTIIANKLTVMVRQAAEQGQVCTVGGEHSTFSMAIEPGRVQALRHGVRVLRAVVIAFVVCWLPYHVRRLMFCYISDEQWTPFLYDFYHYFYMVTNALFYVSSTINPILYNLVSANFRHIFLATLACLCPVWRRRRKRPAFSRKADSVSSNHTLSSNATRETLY
GPR55 beta-arrestin = selective activators of receptor GPR55 – imaging, U2OS cells, beta-arrestin-GFP redistribution, primary screen (AID 1961); U2OS GPR55 beta-arrestin-GFP redistribution imaging; higher % means a stronger effect; one-dose activation, % at 10 µM; EC50 in µM for titrated hits; hit rate 0.048% among 290,000;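 active = activation above 40% with more than 50 cells counted in the well; inconclusive = wells holding fewer than 50 cells, flagged as toxic or sparse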;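 note: U2OS osteosarcoma cells stably expressing GPR55 and beta-arrestin-GFP; plate controls were DMSO negative control for no effect and LPI positive control for full effect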
Dengue-2 NS5 capping = flavivirus cap methylation enzyme inhibition – biochemical, confirmation dose response, primary screen (AID 588689) | Dengue-2 NS5 methyltransferase capping enzyme assay, biochemical; higher % means a stronger effect | inhibition, % at 25 µM; hits with a dose series show IC50 in µM | hit rate 0.3% among 340,000; in the data active = a potency from the dose series; inconclusive = inhibition above about 29% without an active follow-up result
GPR35 arrestin U2OS = inhibition of zaprinast-stimulated GPR35 beta-arrestin translocation – imaging, U2OS, beta-arrestin-GFP, zaprinast agonist, primary screen (AID 2058); U2OS GPR35 beta-arrestin-GFP translocation imaging, zaprinast antagonism; higher % means a stronger effect; inhibition, % at 10 µM, or IC50 in µM where a hit was titrated; hit rate 0.052% among 290,000;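 active = inhibition of at least 50% with at least 30 cells and total cytoplasm GFP at most 10,000,000; inconclusive = under 30 cells or total GFP of 10,000,000 plus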
SIAH1 antagonists = blockers of Siah-1 interaction with plectin peptide – biochemical, fluorescence polarization, rhodamine-plectin, uHTS, primary screen (AID 1817); hit rate 0.02% among 290,000; Siah-1 / rhodamine-plectin peptide fluorescence polarization; higher % means a stronger effect; one-dose displacement, % at 20 µM; IC50 in µM for titrated hits;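 active = displacement of at least 50% at 20 µM, with a fluorescence ratio check between 0.3 and a set limit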;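 note: plate controls were Siah plus tracer with DMSO for no effect and tracer alone without Siah for full effect; strong numbers were not always called active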
K1F lysis inhibition = inhibition of K1F phage lysis, E. coli UTI89, bacterial capsule biogenesis inhibitors, alamar blue (AID 488966); hit rate 0.02% among 340,000; inhibition, % at 100 µM, or IC50 in µM where a hit was titrated; E. coli UTI89 K1F phage lysis, alamar blue, 2 h; higher % means a stronger effect;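 active = phage lysis inhibition, versus mean bacterial control, above a set limit; inconclusive = no clear call, values can overlap the other calls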;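 note: capsule biogenesis inhibitors block K1F phage lysis so surviving cells raise fluorescence; higher fluorescence means more inhibition of phage lysis; actives were called in the ten point dose series up to 300 µM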
HIV peptide binding = inhibitors of HIV fusion peptide binding, primary screen, biochemical, uHTS, fluorescence dequenching (AID 1986). cell-free peptide binding, fluorescence dequenching, 30 min; higher % means a stronger effect. one-dose inhibition, % at 20 µM; IC50 in µM for titrated hits. hit rate 0.3% among 290,000; in the data active = inhibition mostly above about 52%, no sharp cut-off; inactive = mostly below about 76%; note: some results filed as inactive read as strong as hits
AID2073 = inhibitors of Mint1-CaV2.2 protein interaction, biochemical, HTRF (AID 2073) | HTRF protein-protein interaction, Mint1-CaV2.2; higher % means a stronger effect | inhibition, % at 20 µM, or IC50 in µM where a hit was titrated | hit rate 0.19% among 290,000; in the data active = inhibition mostly above about 51%, no sharp cut-off; inconclusive = no clear call, values can overlap the other calls; inactive = mostly below about 53%; note: some results filed as inactive read as strong as hits
GPR55 LPI antagonism = GPR55 antagonists blocking LPI-driven arrestin recruitment, primary screen, imaging, U2OS, beta-arrestin-GFP, LPI agonist (AID 2013); U2OS GPR55 beta-arrestin-GFP translocation imaging, LPI antagonism; higher % means a stronger effect; inhibition, % at 10 µM, or IC50 in µM where a hit was titrated; hit rate 0.13% among 290,000;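 active = spots per cell inhibited over 60%, with over 100 cells counted and total cytoplasm intensity under 500,000; inconclusive = wells with under 100 cells, flagged as likely toxic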;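 note: U2OS cells stably carrying GPR55 and arrestin-GFP stimulated by 5 µM LPI near EC80; imaged beta-arrestin-GFP aggregate spots per cell after agonist stimulation; plate controls were LPI-stimulated DMSO wells for no effect and DMSO wells without LPI for full effect; some results filed as inactive read as strong as hits; confirmed hits need IC50 under 10 µM and bright autofluorescent wells are also inconclusive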
NTR1 agonist cell count 20 µM = second read-out of NTR1 agonist, no call of its own (marks repeat the call); cell count; measured here: cell count, cytotoxicity flag
Dengue-2 NS5 capping pilot replicate = second read-out of Dengue-2 NS5 capping, no call of its own (marks repeat the call); inhibition, %; measured here: pilot screen replicate inhibition
An asterisk follows results filed as active; ? = inconclusive; · = not tested or not shown; [ ] = another dose, or the depositor's remark. The order is random; any-hit rate near 1.2%.

SMILES	NTR1 agonist	NTR1 agonist cell count 20 µM	GPR55 beta-arrestin	Dengue-2 NS5 capping	GPR35 arrestin U2OS	SIAH1 antagonists	K1F lysis inhibition	HIV peptide binding	AID2073	GPR55 LPI antagonism	others
COc1ccc(C(CC(=O)O)NS(=O)(=O)c2ccc3c(c2)N(C(C)=O)CC(C)O3)cc1 (stereo unspecified)	1.5	58	0.1%	-4%	-12%	-2%	1.0%	-0.9%	5%	-5%
CSc1cccc(NC(=S)N(CCC(C)C)C2CCN(C(C)=O)CC2)c1	2.0	62	0.5%	-4%	-9%	7%	0.4%	0.6%	-1%	8%
COc1ccc(N2CCN(CCCNC(=O)C3CCCN(S(=O)(=O)c4cnc[nH]4)C3)CC2)cc1 (stereo unspecified)	-1.4	69	-0.1%	-10%	19%	-1%	-1.4%	-0.5%	-3%	-5%
Cc1cc(C)cc(N(CC(=O)NC2CCCCC2)C(=O)CNC(=O)c2ccco2)c1	1.0	43	-0.2%	0%	1%	4%	0.0%	0.2%	-1%	-8%
CCOC(=O)c1cc(NC(=O)Nc2ccccc2Cl)c(C)nc1C	2.0	56	-0.1%	·	8%	0%	·	1.3%	5%	7%
CSCC[C@H](NC(=O)OC(C)(C)C)C(=O)N1CCC(C(=O)N[C@@H](Cc2c[nH]c3ccccc23)C(=O)O)CC1	0.6	90	-0.1%	-6%	10%	-4%	0.1%	3.1%	10%	2%
CCc1ccc(NC(=O)N2CCC(c3ccccc3)C2)cc1 (stereo unspecified)	2.9	48	0.7%	-9%	-3%	3%	0.3%	-1.0%	-8%	-5%
O=C1c2ccccc2C(O)N1Cc1cccs1 (stereo unspecified)	0.6	74	-0.3%	3%	11%	-6%	0.4%	-0.7%	4%	-6%
Cc1cc(C)nc(N/C(=N/S(=O)(=O)Cc2ccccc2)Nc2ccccc2)n1	2.2	71	-0.2%	·	-6%	6%	1.5%	4.3%	1%	-2%
CC1=C(C(=O)Nc2ccccc2)C2(CCCCC2)C(C#N)=C(SCC(N)=O)N1	-0.9	58	0.1%	-3%	5%	-2%	0.0%	-1.3%	1%	9%
CCCc1cc(=O)n2[nH]c(NCc3c(F)cccc3Cl)nc2n1	0.3	52	-0.1%	-1%	-1%	-3%	0.3%	-2.7%	-7%	-6%
CCOC(=O)c1cc(C)n(-c2ccccc2)c1C	-0.7	51	0.4%	-3%	11%	3%	1.5%	-1.3%	-3%	4%
C/C(=N\Nc1ccccc1)c1c(O)cc(C)oc1=O	-1.6	13	-0.3%	-3%	-4%	0%	-0.4%	-2.4%	-10%	5%
CC(NC(=O)c1cccnc1Sc1ccccc1)c1ccc(S(N)(=O)=O)cc1 (stereo unspecified)	-0.9	73	0.0%	2%	-3%	6%	0.1%	1.3%	1%	9%
CCn1cc(C(=O)O)c(=O)c2cnc(N3CCN(C(=S)Nc4ccc(F)cc4)CC3)nc21	0.7	60	0.0%	·	30%	-6%	·	-4.3%	-16%	1%
CC(C)N1CC(C(=O)Nc2ccc(F)c(Cl)c2)CC1=O (stereo unspecified)	-0.7	53	-0.1%	-6%	-7%	1%	1.0%	-2.4%	12%	12%
COC(=O)C(C)Oc1ccc(-c2nccc(-c3ccc(F)cc3)n2)cc1 (stereo unspecified)	5.9	93	-0.1%	-8%	-4%	2%	0.1%	-1.1%	4%	10%
CCOC(=O)c1c2n(c3ccc(OC(C)=O)cc13)CCC2	2.7	52	0.2%	-4%	-7%	-1%	-0.2%	-1.7%	-3%	7%
C/C(Nc1ccc(C)cc1)=C(/C#N)C(N)=O	0.2	70	-0.1%	-13%	-7%	0%	2.0%	-0.9%	-5%	-5%
O=C(CSc1cccc[n+]1[O-])c1ccccc1Br	0.0	56	0.3%	1%	0%	5%	0.6%	0.1%	-7%	-2%
CCN(C1CCCCC1)S(=O)(=O)c1ccc(C(=O)O)cc1	1.7	49	-0.2%	1%	8%	3%	5.1%	-0.2%	-2%	2%
CCOc1cc(C(=O)OCC(=O)Nc2ncc(Cl)c(C)c2Cl)ccc1OCC(=O)N1CCOCC1	-0.7	45	-0.2%	10%	-3%	-2%	2.7%	2.1%	13%	6%
CC1(C)CC(=O)C=C(N2CCCC2)C1	0.0	57	-0.3%	-1%	10%	-2%	2.1%	-1.9%	-4%	-3%
Cc1nc2cc(CO)ccc2s1	0.8	32	-0.2%	-2%	20%	-2%	1.8%	-1.6%	6%	-8%
CCCCNC(=S)NCc1ccc2[nH]c(C)cc2c1	-1.7	87	0.2%	-2%	-3%	-3%	0.0%	-1.7%	-6%	0%
O=C(O)c1ccccc1SCC(=O)N1c2ccccc2Sc2ccccc21	1.0	82	-0.2%	5%	-2%	2%	-0.1%	0.0%	2%	-12%
Cc1ccc(NC(=O)c2sc(N)nc2-c2ccc([N+](=O)[O-])cc2)c(C)c1	3.0	51	0.2%	-3%	1%	6%	0.3%	0.2%	31%	4%
CCN(c1ccccc1)S(=O)(=O)c1cc(NC(=O)COC(=O)C2CC2)ccc1Cl	0.8	29	-0.6%	-5%	2%	2%	-0.5%	-2.1%	-1%	0%
O=C1c2ccccc2C(=O)N1CC1=CCS(=O)(=O)C1	0.1	57	-0.2%	1%	3%	22%	4.5%	-0.2%	-2%	-1%
[N-]=[N+]=CC(=O)C(Cc1ccccc1)N1C(=O)c2ccccc2C1=O (stereo unspecified)	-1.2	57	-0.3%	-13%	-4%	-1%	0.1%	0.4%	0%	-2%
CC(C)Cn1c(N)c(C(=O)NCc2cccs2)c2nc3ccccc3nc21	42*	78*	-0.2%	-8%	-22%	-7%	0.2%	0.1%	16%	17%
CCOC(=O)CCC(=O)N1CCOCCOCCN(C(=O)CCC(=O)OCC)CCOCCOCC1	-0.2	80	0.3%	5%	-1%	-3%	-0.3%	-2.0%	-4%	5%
Cn1c(=N)n(CC(=O)c2ccccc2)c2ccccc21	0.6	57	0.0%	·	-9%	8%	·	0.5%	17%	-13%
CN1CCC(=NNC(=O)CN(c2ccc(Oc3ccccc3)cc2)S(C)(=O)=O)CC1	-0.2	81	0.0%	1%	-8%	4%	2.4%[50 µM]	-0.2%	12%	12%
COc1ccc(N=c2oc3ccc(OC)cc3cc2-c2nc3ccccc3[nH]2)cc1	1.7	82	0.2%	-4%	3%	0%	0.4%	-1.4%	10%	-8%
CC(C)CN(CC(C)C)C(=O)Nc1ccccc1F	0.8	71	0.1%	-4%	-1%	0%	0.1%	-1.5%	-1%	-4%
O=C(COC(=O)c1cc(-c2cccc3ccccc23)nc2ccccc12)NC1CCS(=O)(=O)C1 (stereo unspecified)	0.2	40	1.3%	?	-1%	112%	-1.7%	81%	15%	9%
COc1cccc(NC(=O)CSc2ccccn2)c1	0.4	70	-0.3%	6%	-12%	-4%	-0.1%	0.8%	1%	4%
COc1ccccc1N1CCN(C(=O)CSc2nc3ccccc3[nH]2)CC1	-1.7	61	0.2%	-1%	-5%	10%	-1.5%	-2.4%	-1%	5%
COCCN(Cc1cc2ccc(C)c(C)c2nc1Cl)C(=O)N1CCOCC1	-0.2	41	0.2%	-2%	17%	-3%	0.2%	-1.3%	-4%	0%
Cc1cc(C)n(C(=O)CNc2ccccc2Cl)n1	1.1	48	0.3%	4%	-7%	2%	0.5%	2.4%	11%	-5%
O=C(Nc1cccc(S(=O)(=O)N2CCCC2)c1)c1cc(-c2ccccn2)nc2ccccc12	2.2	47	-0.3%	-3%	-17%	5%	0.4%	-1.1%	18%	-5%
CC(C)CC(=O)NC(NC(=S)Nc1cccc2cccnc12)C(Cl)(Cl)Cl (stereo unspecified)	0.4	49	0.0%	-5%	-4%	-1%	0.3%	-2.8%	-19%	15%
Cn1nc(-c2ccc(OCC(=O)Nc3cccnc3)cc2)c2ccccc2c1=O	19	92	-0.1%	-4%	4%	0%	-0.4%	1.3%	10%	3%
Cc1sc2nc(CSCC(=O)NC(C)(C)C)[nH]c(=O)c2c1C	1.7	61	-0.6%	-13%	-1%	-1%	0.7%	3.0%	-12%	-7%
COc1ccc(NC(=O)C2CCN(C(=O)NCc3ccccc3)CC2)cc1	-1.6	52	0.3%	-5%	-1%	-1%	0.3%	1.4%	-9%	0%	Dengue-2 NS5 capping pilot replicate=-6.7
CC1SC(c2cccc(Cl)c2)NC1=O (stereo unspecified)	-0.4	79	-0.2%	-12%	13%	0%	0.8%	-2.1%	-32%	7%	Dengue-2 NS5 capping pilot replicate=2.4
CC[N+](CC)(CC)CC(=O)Nc1ccc(SC(F)F)cc1	-0.6	56	0.0%	1%	-6%	2%	0.3%	-1.6%	4%	3%
O=S(=O)(c1cccc(Cl)c1Cl)N1CCN(C(=S)NCCCN2CCOCC2)CC1	1.6	44	0.5%	-1%	-2%	7%	0.0%	-1.4%	-18%	12%
N#C/C(C(=O)c1ccccc1)=C1/CCCN1	-1.7	81	0.0%	-4%	0%	-2%	1.7%	-1.2%	-1%	6%
CCOC(=O)C1C(=O)NC(N2CCN(c3ccccc3)CC2)=NC1c1ccco1 (stereo unspecified)	-0.3	72	0.2%	-2%	10%	0%	0.6%	0.8%	-4%	9%
CN1CCN(C(=O)/C=C/c2ccc3c(c2)OCO3)CC1	1.4	55	0.6%	-1%	14%	-4%	-4.8%	-0.8%	7%	14%
COc1cccc(NC(=O)Cc2ccc(C)cc2)c1	-0.6	65	-0.1%	-7%	6%	0%	2.2%	0.4%	1%	5%
CC(C1CC1)N(C(=O)NC1CCS(=O)(=O)C1)c1ccccc1 (stereo unspecified)	0.3	51	-0.1%	1%	13%	-5%	0.5%	0.0%	-1%	-2%
O=C(NCCCn1ccnc1)C1CCN(S(=O)(=O)c2ccc(F)cc2)CC1	-0.4	54	0.2%	3%	9%	9%	0.3%	0.5%	-6%	3%
CN(Cc1ccccc1)Cc1ccccc1F	4.9	58	0.7%	1%	-6%	-3%	1.3%	0.5%	5%	15%

Assay outcomes as filed in PubChem BioAssay.
